HCMV antiviral = inhibitors of human cytomegalovirus; HFF cells, HCMV-luciferase reporter, 72 h; hits give low values; AID 1259415; activity change, negative = inhibition, % at 57.5 µM; hit rate 4.5% among 410,000; in the data active = activity change below about -60%; inconclusive = no clear call, values can overlap the other calls; inactive = above about -39%
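Two-dose cell screen: HFF monolayers treated with compounds and infected with luciferase-expressing HCMV at 1 PFU/cell, 72 h at 37C, then lysed for luciferase measurement.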
LmPK inhibitor = LmPK (Leishmania mexicana) enzyme inhibition; AID 1721; purified LmPK, Kinase-Glo ATP luminescence, 1 h; hit rate 0.37% among 290,000; Q27686; Potency, µM (series often up to 57.5 µM), for inactives: at the top dose activity change, negative = inhibition, hits mostly inhibitors; note: potency is the fitted concentration of half-maximal effect
Target sequence (Q27686 whole entry, looked up): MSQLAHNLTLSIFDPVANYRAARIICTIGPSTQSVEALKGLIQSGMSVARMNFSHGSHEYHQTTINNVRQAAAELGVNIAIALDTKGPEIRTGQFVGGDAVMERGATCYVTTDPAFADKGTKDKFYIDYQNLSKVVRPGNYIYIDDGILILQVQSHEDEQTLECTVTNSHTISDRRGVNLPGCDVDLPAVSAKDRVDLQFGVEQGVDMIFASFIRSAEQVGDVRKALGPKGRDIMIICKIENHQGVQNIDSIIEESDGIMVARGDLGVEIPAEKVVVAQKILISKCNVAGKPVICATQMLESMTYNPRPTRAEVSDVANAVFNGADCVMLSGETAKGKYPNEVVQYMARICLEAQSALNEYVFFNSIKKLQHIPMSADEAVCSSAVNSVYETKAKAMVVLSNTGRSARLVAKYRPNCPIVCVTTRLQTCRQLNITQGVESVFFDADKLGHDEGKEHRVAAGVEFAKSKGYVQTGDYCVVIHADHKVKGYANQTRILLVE
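Purified LmPK (0.1 nM) converted ADP (0.1 mM) to ATP with PEP (0.5 mM) in imidazole buffer pH 7.2 with KCl and MgCl2, 1 h at room temperature. ATP was read by Kinase-Glo luminescence; data normalized to uninhibited and no-enzyme controls.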
AmpC inh detg = inhibitors of E. coli AmpC beta-lactamase with detergent; AmpC hydrolysis of nitrocefin, absorbance 480 nm, 0.01% Triton; Potency, µM (top dose mostly 114 µM), without a hit: at the highest dose activity change, negative = inhibition, hits mostly inhibitors; hit rate 0.041% among 370,000; AID 485294;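 note: potency is the fitted concentration of half-maximal effect; 0% = no-compound wells and -100% = no-enzyme wells; nearly all actives have a fitted effect of over 25% in size; some results filed as inactive show a strong effect at the top dose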
Target sequence (P00811 whole entry, looked up): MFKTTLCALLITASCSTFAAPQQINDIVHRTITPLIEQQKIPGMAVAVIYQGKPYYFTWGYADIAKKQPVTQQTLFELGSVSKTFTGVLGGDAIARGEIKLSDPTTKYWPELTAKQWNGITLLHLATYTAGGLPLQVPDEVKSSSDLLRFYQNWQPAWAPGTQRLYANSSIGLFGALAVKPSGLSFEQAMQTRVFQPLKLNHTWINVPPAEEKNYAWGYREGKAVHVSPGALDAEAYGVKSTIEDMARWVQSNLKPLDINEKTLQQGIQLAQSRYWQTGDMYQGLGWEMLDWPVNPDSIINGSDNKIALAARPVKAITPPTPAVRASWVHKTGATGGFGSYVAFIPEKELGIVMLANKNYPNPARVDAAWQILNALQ
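20 mM phosphate pH 7.0 + 0.01% (detergent screen) or 0.0001% Triton X-100; 5.3 nM AmpC reagent; cpd preinc 15 min RT; nitrocefin (800 uM stock) to start; A480 q20 s × 4 min; Activity was normalised to no-enzyme and no-compound control wells.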
AMA1 RON2 block = AMA1-RON2 (P. falciparum) interaction inhibition; AlphaScreen AMA1-biotinylated RON2 peptide binding; Potency, µM (series often up to 58.2 µM), for inactives: at the highest dose activity change, negative = inhibition, actives largely listed as inhibitors; hit rate 0.2% among 360,000; AID 720542;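 note: potency is the fitted concentration of half-maximal effect; 0% = vehicle wells and -100% = peptide control; nearly all actives have a fitted effect of over 45% in size; some results filed as inactive show a strong effect at the top dose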
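AMA1 (3D7) with his tag at 25 nM final met compounds first, then biotinylated RON2 peptide at 25 nM; detection used donor plus acceptor beads, 10 µg/mL apiece, read by AlphaScreen after 30 min at room temperature.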
Tb PYK inh = blocks Trypanosoma brucei pyruvate kinase | Q57TT1 | TbPYK enzyme, Kinase-Glo Plus ATP luminescence, 45 min | Potency, µM (highest dose often 76.8 µM), without a hit: at the top dose activity, negative = inhibition, most hits filed as inhibitors | hit rate 0.12% among 410,000 | AID 624173; note: potency is the fitted concentration of half-maximal effect; nearly all actives have a fitted effect of over 50% in size
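T. brucei PYK with substrate was exposed to pin-transferred compounds across a concentration series, then started with 130 uM ADP (final). After 45 min at room temperature, Kinase-Glo Plus luminescence was read, normalized and curve-fitted.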
AmpC no deterg = inhibitors of E. coli AmpC beta-lactamase without detergent. AmpC nitrocefin hydrolysis, absorbance 480 nm, 0.0001% Triton. P00811. hit rate 0.52% among 330,000. Potency, µM (doses to about 57.1 µM), for the others: at the top dose activity change, negative = inhibition, hits mostly inhibitors. AID 485341;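 note: potency is the fitted concentration of half-maximal effect; plate controls were no compound for no effect and no enzyme for full effect; nearly all actives have a fitted effect of over 20% in size; some results filed as inactive show a strong effect at the top dose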
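20 mM phosphate pH 7.0 + 0.01% (detergent screen) or 0.0001% Triton X-100; 5.3 nM AmpC reagent; cpd preinc 15 min RT; nitrocefin (800 uM stock) to start; A480 q20 s × 4 min; Activity was normalised to no-enzyme and no-compound control wells.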
Sm TGR block = inhibitors of Schistosoma mansoni thioredoxin glutathione reductase | Q962Y6 | purified TGR, DTNB reduction, TNB absorbance 405 nm | Potency, µM (series often up to 114 µM), for the others: at the top dose activity change, negative = inhibition, actives largely listed as inhibitors | hit rate 3% among 360,000 | AID 485364; note: potency is the fitted concentration of half-maximal effect; nearly all actives have a fitted effect of over 60% in size
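Kinetic colorimetric format: TGR-catalysed, NADPH-driven DTNB reduction monitored via TNB absorbance. Enzyme dispensed at 20 nM; compound exposure 15 min at room temperature before reaction start.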
* hit, by the source's call; ? = inconclusive; / = no result given; & = joins results of further samples; [ ] = dose if it differs, or a comment. Unless noted, calls come from the whole dose curve; as a rule, active = well fitted curve in the direction sought with a large enough effect; inconclusive = small, poorly fitted or top-dose-only effect, or another doubt; inactive = no such curve, though single readings can be large; an effect the other way counts as inactive or inconclusive. Unless noted, % is set by controls: 0 for no effect and ±100 for the full control effect.

SMILES | HCMV antiviral | LmPK inhibitor | AmpC inh detg | AMA1 RON2 block | Tb PYK inh | AmpC no deterg | Sm TGR block
O=C(CN1C(=O)COc2ccc(S(=O)(=O)N3CCCCC3)cc21)NCc1ccccc1Cl | -12&-23 | 8% | -8%&-2% | 0% | -1%&0% | -39% | -21%&0%
COCCCn1cnc2c(c1=O)c1nc3ccccc3nc1n2-c1ccccc1 | 68 | 5% | 2% | 5% | -11% | -13% | -1%
CCCCNc1nc(Oc2ccc(OCC)nn2)nc(N2CCOCC2)n1 | 28 | / | 19% | / | 3% | / | -1%
Cc1ccc(S(=O)(=O)Oc2ccccc2[N+](=O)[O-])cc1 | ? | / | / | ? | 2% | / | /
COC(=O)N1CCCCC1c1cc(C(=O)NCc2cccnc2)no1 (stereo not drawn) | -22 | / | / | -1% | 1% | / | /
C#CC[N+]1(CC#Cc2cccc(C)c2)CCCCC1 | ? | 7% | 7% | 6% | 0% | -15% | -4%
COC(=O)c1ccccc1NC(=O)c1noc2c1CCCC2 | 96 | -1% | -12% | 10% | 2% | 19% | -1%
Cc1ccc(S(=O)(=O)N(CC(=O)N2CCc3ccccc3C2)c2ccc(Cl)c(Cl)c2)cc1 | 2 | 1% | ? | 3% | -5% | -23% | -5%
CN(C)/C=C(\C(=O)c1ccccc1)c1nnnn1-c1ccc(F)cc1 | 9 | -4% | 4% | 29% | -1% | 2% | 20%
Cc1cc2c(cc1S(=O)(=O)NCc1ccc(F)cc1)OCCN2C | -25 | / | 17% | / | -3% | / | 2%
Cc1ccc(-n2c(C)nc3c(cnn3-c3ccc(F)cc3)c2=O)cc1 | -83* | -2% | -9% | 4% | 1% | -15% | 1%
O=C(COC(=O)Cc1ccc(S(=O)(=O)N2CCOCC2)s1)Nc1ccccc1Cl | -12 | / | / | 4% | 6% | -30% | /
N#CCC(=O)Nc1ccc(C(=O)NNC(=S)NC2CC2)cc1 | -97* | / | -2% | 88%[activator] | -4% | -10% | -8%
O=C(Cn1c(=O)n(-c2ccc(F)c(Cl)c2)c(=O)c2sc3ccccc3c21)NC1CCCC1 | 8 | / | 4% | / | 6% | / | 7%
COC1OC(COC(=O)CNC(=O)OC(C)(C)C)C(O)C(O)C1O (stereo not drawn) | -20 | -2% | 1% | 10% | -2% | -7% | 24%
O=C(CNC1CC1)Nc1cc(C(F)(F)F)ccc1Cl | ? | -11% | 2% | -12% | 1% | -5% | -12%
CCOC(=O)N1CCC(N(CCOC)C(=O)Nc2ccc(CC)cc2)CC1 | -24 | 1% | -9% | 2% | 0% | 46% | 0%
C[C@H](Nc1ncnc2sc3c(c12)CCC3)C(=O)O | 0 | -18% | -9% | 2% | -4% | -31% | 9%
CCOC(=O)c1[nH]c(C)c(C(=O)Nc2ccc3c(c2)OCCO3)c1C | -74* | 0% | -12% | -10% | -7% | 19% | 7%
Cc1ccc(-n2cc3c(c2-c2ccccc2Br)c(=O)n(C)c(=O)n3C)cc1N | -27 | / | 16% | / | -13% | / | 1%
CC(C)CNC(=O)c1ccc(Cl)c(Cl)c1 | 18 | -5% | -3% | 18% | 3% | / | 3%
Cc1nc2c(oc3ccccc32)c(=O)o1 | 78 | 1% | -1% | 10% | -2% | -21% | 11µM*
CN(C)CCOc1ncnc2c1oc1ccccc12 | 18 | 2% | ? | 2% | -3% | -26% | -8%
COC(=O)c1sc(N)c(C(=O)OC)c1COC(=O)CCNS(=O)(=O)c1ccc(C)cc1 | -14 | 4% | -10% | 4% | 2% | -33% | -12%
Cc1ccc(NC(=O)CN2C(=O)N/C(=C/c3cccn3-c3ccc(C(=O)O)cc3)C2=O)cc1 | 13 | 8% | ? | -7% | -27% | -20% | ?
Cc1csc(NC(=O)CSc2nncc(=O)n2N)n1 | -11 | 2% | 5% | 33% | -2% | -13% | -26%
CC(=O)NC(c1ccco1)c1ccc2cccnc2c1O (stereo not drawn) | / | 1% | ? | ? | -7% | -23% | -18%
NS(=O)(=O)c1ccc(NC(=O)CSc2nc3c(cnn3-c3ccccn3)c(=O)[nH]2)cc1 | -3 | / | ? | 23% | 3% | -11% | -12%
CCN(CC)C(=O)C1CCCN(C/C=C/c2ccccc2[N+](=O)[O-])C1 (stereo not drawn) | -15 | 7% | -2% | 5% | 4% | -13% | -6%
COc1ccc2cc(CCl)c(Cl)nc2c1 | -31 | -3% | -1% | 8% | 3% | -16% | 32µM*
COc1ccc(C(=O)NCC(c2cccnc2)N2CCN(c3ccccc3OC)CC2)cc1 (stereo not drawn) | -29 | / | 15% | / | 3% | / | 0%
COc1ccc(NC2CCCN(C(=O)CN3CCOC3=O)C2)cc1 (stereo not drawn) | 12 | 0% | 0% | -6% | -5% | -18% | -18%
CCCn1c(=O)c2sccc2n2c(CCCC(=O)Nc3ccc(Oc4ccc(Cl)cc4)cc3)nnc12 | ? | / | 9% | / | 6% | / | 6%
CC1(C)N=C(c2ccc(Cl)cc2Cl)C(=O)N1 | -6 | 1% | -2% | 12% | 4% | -6% | 8%
CCCCCn1c(=O)[nH]c2cc(C(=O)NCCc3ccc(OC)c(OC)c3)ccc2c1=O | 41 | -2% | ? | -9% | -5% | -7% | 14%
O=C(COC(=O)c1ccccc1Cc1ccccc1)NC1CCS(=O)(=O)C1 (stereo not drawn) | 3 | -6% | 4% | -12% | 8% | 29% | -2%
COc1ccc(CC(=O)N/N=C(\C)CC(=O)NCc2ccco2)cc1OC | 16 | 5% | -1% | 43%[activator] | -1% | 77%[activator] | -9%
CC(O)(c1ccc(F)c(F)c1)c1nc(-c2cnc3ccccc3c2)cs1 (stereo not drawn) | 1 | / | / | 13% | -4% | / | /
CC1=NN(C(=O)c2ccc(Br)cc2)C(O)(C(F)(F)OC(F)(F)F)C1 (stereo not drawn) | 6 | 0% | -2% | 86%[activator] | -3% | -21% | -24%
COc1ccc(-c2nc(C#N)c(N3CCN(c4cccc(Cl)c4)CC3)o2)cc1OC | -7 | -8% | ? | -6% | 5% | -22% | 13%
NS(=O)(=O)c1ccc(NNC(=O)c2ccc(Br)o2)c([N+](=O)[O-])c1 | -35 | / | / | -23% | ? | -21% | /
Cn1nnnc1SCCCNCc1ccc(Cl)cc1 | 6 | / | 18% | / | 8% | / | -3%
Cc1nc(NC(=O)C(C)(C)C)sc1C(=O)Cn1cc(-c2ccc(C(C)(C)C)cc2)nn1 | -21 | / | / | 9% | -3% | / | /
O=C(NCc1cccnc1)c1ccc2sc([C@@H]3O[C@H](CO)[C@H](O)[C@H](O)[C@H]3O)nc2c1 | ? | / | / | 8% | 2% | / | /
O=C1CC2(CCN(C(=O)C(=O)c3c[nH]c4ccccc34)CC2)Oc2ccccc21 | 6 | 1% | ? | 0% | -2% | 18% | -25%
COc1cccc(-c2ccc(NC(=O)C3CCCN(Cc4cnn(C(C)C)c4)C3)cc2)c1 (stereo not drawn) | -108* | -3% | -22% | -8% | 3% | 226%[activator] | -2%
O=C(N/N=C/C=C\c1ccco1)c1ccccn1 | 19 | -4% | 3% | ? | -16% | -19% | 10µM*
CCn1c(CN2c3ccccc3Sc3ccccc32)n[nH]c1=S | -62* | -19% | -6% | 86%[activator] | -20% | -57% | 7%
O=C(N/N=C/c1ccccc1[N+](=O)[O-])C(=O)N1CCCC1 | 14 | -11% | 2% | -19% | -23% | -5% | -4%
Cn1nc(C(=O)NCc2cccc(F)c2)cc1C(=O)NCc1cccc(F)c1 | -15 | / | 6% | -2% | 0% | -20% | -19%
Later entries:
SMILES | HCMV antiviral | LmPK inhibitor | AmpC inh detg | AMA1 RON2 block | Tb PYK inh | AmpC no deterg | Sm TGR block
CCOC(=O)C1CCCN(CCC(=O)Nc2ccc(C)c(C)c2)C1 (stereo not drawn) | -39 | 2% | 0% | -20% | 7% | -9% | 2%
NC(=O)COC(=O)c1ccccc1OCc1ccccc1Cl | ? | -3% | -5% | 5% | 4% | 16% | -4%
CC(=O)c1cccc(NC(=S)NC(=O)c2cccc(Cl)c2)c1 | -9 | 0% | -1% | 20% | -7% | -27% | 40µM*
Clc1ccc(Cl)c(OCCCCNCc2ccccc2)c1 | 3 | -4% | -14% | -23% | 6% | 1% | -1%
O=C(CSc1nc2ccccc2nc1Cc1ccccc1)NCc1ccccc1Cl | 9 | / | 20% | / | -2% | / | -2%
O=S(=O)(NCc1ccccc1)NCc1cccc(C(F)(F)F)c1 | ? | -8% | 2% | 20% | 1% | -19% | 17%
O=[N+]([O-])c1ccc(O)c(C2=NNC(c3ccccc3F)C2)c1 (stereo not drawn) | 0 | -7% | 3% | 64%[activator] | -6% | -23% | 5µM*
CCOc1cc(N2CCOCC2)c(OCC)cc1NC(=O)COC(=O)c1cc(C)oc1C | -11 | 3% | ? | -4% | -7% | -7% | -46%
Cc1ccccc1CN1CCC(Oc2ccc(C(=O)N3CCCC3)cc2)CC1 | -21 | -2% | -8% | 2% | -4% | 7% | -1%
CCCCn1nnnc1C(CCc1ccccc1)N1CCC2(CC1)C(=O)NCN2c1ccccc1 (stereo not drawn) | -13 | / | / | -19% | 4% | / | /
COc1ccccc1NC(=O)CSc1nnc(Cn2nnc(-c3ccccc3)n2)n1-c1ccccc1 | -2 | 9% | -8% | -24% | -2% | 0% | 0%
Cc1nnc(SCC(=O)Nc2cc(C(F)(F)F)ccc2Cl)n1C | 20 | 0% | -3% | -2% | 2% | 1% | 5%
Cc1cc(C(=O)NC2CC(C)(C)Cc3c2cnn3-c2ccc(F)cc2)nn1C (stereo not drawn) | 64 | 8% | 0% | 14% | 2% | 101%[activator] | 0%

Screening data deposited in PubChem by National Center for Advancing Translational Sciences (NCATS).
